JMJD2E inh: qHTS Assay for Inhibitors of Human Jumonji Domain Containing 2E (JMJD2E); Potency, µM (highest dose often 57.1 µM), inactives show top-dose activity change, negative = inhibition, usual class: inhibitors; JMJD2E catalytic domain, FDH-coupled NADH fluorescence (FDH is formaldehyde dehydrogenase); 1.6% of 230,000 active; Lysine-specific demethylase 4E (Homo sapiens), B2RXH2; AID 2147, 2009; active means well fitted inhibition curve with a large enough effect, not every such curve was filed as active; inconclusive means small, poorly fitted or top-dose-only effect, or another doubt; inactive means no such curve, though single readings can be large or run the other way;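 further: 0% = wells with enzyme and -100% = buffer wells without enzyme; nearly all actives have a fitted effect of over 50% in size; many of its hits are not listed in these tables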
SMN2 splice up: qHTS Assay for Enhancers of SMN2 Splice Variant Expression; AID 1458, 2008; HEK293 SMN2-luciferase splicing reporter, luminescence, 30-36 h; Potency, µM (highest dose often 46.1 µM), for the others: top-dose activity change, positive = activation, usual class: activators; 2.8% of 210,000 active; further: % of control where 0% means no effect; nearly all actives have a fitted effect of over 55% in size
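HEK293 cells carry an SMN2 […]–luciferase reporter in which exon 7 inclusion puts luciferase in frame. Cells were plated 10-12 h before compound addition, then incubated 30-36 h at 37C. ONE-Glo luminescence was read; sodium butyrate at 4.5 mM final served as control.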
TR SRC2 fluor cs: Total Fluorescence Counterscreen for Inhibitors of the Interaction of Thyroid Hormone Receptor and Steroid Receptor Coregulator 2; AID 1479, 2009; Potency, µM (top dose mostly 106 µM), for inactives: top-dose fluorescence change, negative = quenching; 0.29% of 280,000 active; TRb/SRC2 Texas Red total fluorescence interference; active means well fitted curve in either direction with a large enough effect; inconclusive means small, poorly fitted or top-dose-only effect; further: on the % scale 0 is the no-effect control and ±100 the full control effect
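Flags fluorescent or light-absorbing compounds by total fluorescence, S + 2P, at 555 nm excitation and 632 nm emission. Mixture: 20 nM Texas Red SRC2 peptide, 0.6 uM human TRb LBD, 1 uM T3, 5% DMSO; compound exposure 5 h at ambient temperature.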
TRb-SRC2 inh: qHTS for Inhibitors of the Interaction of Thyroid Hormone Receptor and Steroid Receptor Coregulator 2; TRbeta-SRC2 peptide binding, fluorescence polarization; receptor liganded with 1 µM T3; 0.065% of 280,000 active; AID 1469, 2008; Potency, µM (top dose mostly 106 µM), for inactives: top-dose activity change, negative = inhibition, usual class: inhibitors;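 further: plate controls were bound peptide for no effect and peptide without receptor for full effect; nearly all actives have a fitted effect of over 50% in size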
Target sequence (P10828 whole entry, looked up): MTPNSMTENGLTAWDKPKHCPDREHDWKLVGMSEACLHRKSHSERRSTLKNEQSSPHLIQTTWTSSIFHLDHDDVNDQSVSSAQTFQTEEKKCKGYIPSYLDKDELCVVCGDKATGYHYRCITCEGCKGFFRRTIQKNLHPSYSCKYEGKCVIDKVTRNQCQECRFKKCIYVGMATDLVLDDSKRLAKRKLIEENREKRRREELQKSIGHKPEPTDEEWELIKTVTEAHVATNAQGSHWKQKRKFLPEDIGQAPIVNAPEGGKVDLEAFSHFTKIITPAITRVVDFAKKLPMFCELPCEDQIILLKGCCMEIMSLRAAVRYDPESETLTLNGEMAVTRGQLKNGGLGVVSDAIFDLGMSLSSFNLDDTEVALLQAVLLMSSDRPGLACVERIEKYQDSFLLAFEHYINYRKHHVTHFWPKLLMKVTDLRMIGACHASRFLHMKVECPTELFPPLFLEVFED
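Decrease in fluorescence polarization of 20 nM Texas Red SRC2 coactivator peptide flagged inhibition of its binding to 0.6 uM TRb LBD; 1 uM T3 included, incubation 5 hr, ex 555/em 632 nm.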
ALDH1A1 inh: qHTS Assay for Inhibitors of Aldehyde Dehydrogenase 1 (ALDH1A1) | Purified ALDH1A1, NADH fluorescence, propionaldehyde substrate | AID 1030, 2008 | 7.3% of 220,000 active | Potency, µM (top dose mostly 75.3 µM), for the others: at the highest dose activity, negative = inhibition, most hits filed as inhibitors; active means well fitted inhibition curve with a large enough effect, not every such curve was filed as active; inconclusive means small, poorly fitted or top-dose-only effect, or another doubt; inactive means no such curve, though single readings can be large or run the other way;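 further: plate controls were no enzyme wells and a reference inhibitor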
RGS12 GoLoco inh: qHTS Assay for Inhibitors of RGS12 GoLoco Motif Activity (Red Fluorophore). Guanine nucleotide-binding protein G(i) subunit alpha-1 (Homo sapiens), P63096. Gai1:RGS12 GoLoco peptide FP, rhodamine, 10 min. Potency, µM (highest dose often 61.6 µM), for inactives: at the highest dose activity, negative = inhibition, actives largely listed as inhibitors. 0.44% of 230,000 active. AID 880, 2007; active means well fitted inhibition curve with a large enough effect, not every such curve was filed as active; inactive means no such curve, though single readings can be large or run the other way; further: on the % scale 0 is the no-effect control and ±100 the full control effect; nearly all actives have a fitted effect of over 30% in size; many of its hits are not listed in these tables
Target sequence (P63096 whole entry, looked up): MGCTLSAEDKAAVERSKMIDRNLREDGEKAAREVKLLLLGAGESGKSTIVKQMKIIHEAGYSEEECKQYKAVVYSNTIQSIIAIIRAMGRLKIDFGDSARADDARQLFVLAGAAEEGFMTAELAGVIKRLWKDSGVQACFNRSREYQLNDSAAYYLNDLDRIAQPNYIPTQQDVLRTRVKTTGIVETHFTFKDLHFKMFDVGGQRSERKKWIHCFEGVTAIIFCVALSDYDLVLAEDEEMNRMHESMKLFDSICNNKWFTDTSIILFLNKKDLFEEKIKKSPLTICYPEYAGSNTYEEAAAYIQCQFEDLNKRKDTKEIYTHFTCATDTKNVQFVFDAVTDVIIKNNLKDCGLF
Lamin A splicing: qHTS Assay for Modulators of Lamin A Splicing. 0.01% of 200,000 active. Potency, µM (highest dose often 46.1 µM), for inactives: at the highest dose ratio change, negative = inhibition, hits mostly inhibitors. AID 1487, 2009. HeLa LMNA splicing GFP/RFP minigene ratio, 48 h; active means well fitted inhibition curve with a large enough effect in the signal ratio, with a control signal flat, not every such curve was filed as active; inconclusive means small, poorly fitted or top-dose-only effect, or effect the other way, or a change in a side signal; the % refers to the signal ratio; further: on the % scale 0 is the no-effect control and ±100 the full control effect
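Read-out is the ratio of GFP to DsRed2 object intensity, acquired by 488 nm laser-scanning cytometry on HeLa lamin A-EGFP minigene reporter cells. Compound incubation 48 hrs at 37 °C in Opti-MEM with 2% FBS; DMSO 0.5% final.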
RECQ1 helicase: qHTS Assay for Inhibitors of RecQ-Like Dna Helicase 1 (RECQ1); ATP-dependent DNA helicase Q1 (Homo sapiens), P46063; RECQ1 DNA unwinding, red fluorescence kinetic read; Potency, µM (series often up to 57.3 µM), without a hit: at the top dose activity, negative = inhibition, hits mostly inhibitors; 0.54% of 240,000 active;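 further: plate controls were vehicle for no effect and no enzyme for full effect; nearly all actives have a fitted effect of over 30% in size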
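RECQ1T1 50 nM; forked duplex (20 bp + 30-nt ss tails) 200 nM, ATP 2 mM final; pH 8.0, 2 mM MgCl2, 2.5 ug/ml poly(dI-dC); 15 min compound preincubation; discontinuous kinetic read over 2 h at RT.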
* hit, by the source's call; i = inactive; ? = inconclusive; · = no result given; [ ] = dose if it differs, or a comment. Unless noted, the call rests on the fitted dose curve; in most records, active means well fitted curve in the direction sought with a large enough effect; inconclusive means small, poorly fitted or top-dose-only effect, or another doubt; inactive means no such curve, though single readings can be large; an effect the other way counts as inactive or inconclusive. Potency means the concentration at half of the fitted maximal effect.

SMILES	JMJD2E inh	SMN2 splice up	TR SRC2 fluor cs	TRb-SRC2 inh	ALDH1A1 inh	RGS12 GoLoco inh	Lamin A splicing	RECQ1 helicase
Cc1ccc(S(=O)(=O)NCCC(=O)Nc2ccc(C)cc2C(=O)c2ccccc2)cc1	6%	-6%	-1%	7%	?	-3%	?	-7%
COCCN(CCOC)C(=O)Nc1ccc(Cl)cc1	1%	9%	-4%	3%	3%	-2%	-1%[46 µM]	-4%
O=c1c2ccccc2n2nnnc2n1-c1ccccc1	3%	-19%	-1%	-2%	-6%	6%	2%	i
CCN(CC)C(=O)Oc1ccc(Br)cc1C(=O)Nc1ccc(F)c(Cl)c1	-12%	·	-2%	1%	4%	5%	·	i
O=C(NCc1ccc(F)cc1)N[C@@H](Cc1ccccc1)C(=O)O	2%	-13%	3%	1%	?	-13%	-3%	-6%
Cc1ccc(N(CCCCN2C(=O)c3ccccc3C2=O)C(=O)c2cccs2)cc1	1%	-11%	1%	2%	?	2%	?	i
CC(C)c1ccc(C(=O)N2CCN(CCO)CC2)cc1	3%	-7%	2%	1%	?	2%	-6%	-1%
CC1CN(C(=O)c2cc(S(=O)(=O)N3CCCC3)c(Cl)cc2Cl)CC(C)O1 (stereo not drawn)	-1%	-23%	-2%	-10%	-18%	4%	-19%	-2%
CN(CP(=O)(O)C(O)c1ccccc1)S(C)(=O)=O (stereo not drawn)	0%	4%	-1%	6%	-1%	-39%	12%	0%
O=C(CSc1nc(N2CCCCC2)nc(N2CCCCC2)n1)N1CCN(c2ccccc2)CC1	2%	-13%	1%	0%	-3%	1%	-14%	-7%
C=CCn1c(-c2cc(-c3ccccc3)sc2N)n[nH]c1=S	-17%	·	2%	-3%	?	3%	30%[46 µM]	i
O=C(NCCC[N+]1=CC=N[C@H]1c1ccccc1)N1CCCc2nc(-c3ccc(Br)cc3)ccc21	·	·	-1%[11.2 µM]	6%[11.2 µM]	-6%[13.5 µM]	·	·	-1%[11.5 µM]
CCOC(=O)N1CCN(C(=O)c2cn(CC(C)C)c(=O)c3c2c2ccccc2n3C)CC1	?	2%	-7%	1%	?	15%	-1%	i
O=C(Nc1ccc(F)cc1)c1csc(Cc2ccccc2)n1	1%	1%	-4%	2%	4%	7%	·	-7%
COc1cc(NC(=O)c2ccccn2)cc(OC)c1OC	-6%	-14%	-2%	2%	-8%	-4%	0%[46 µM]	-9%
COc1ccc(NC(=S)NNC(=O)c2cccs2)cc1	11%	25%	-1%	2%	?	2%	?	0%
O=C(NCc1ccccc1)C1=C[C@H](C2CC2)C[C@H](OCc2ccc(CO)cc2)O1	2%	·	-4%	-12%	-12%	2%	·	-1%
CS(=O)(=O)N(CC(=O)N/N=C/c1cc2c(cc1Br)OCO2)c1ccccc1Br	-16%	-5%	2%	7%	?	16%	15%	0%
O=C(CN1CCC(C(=O)c2ccc(Cl)cc2)CC1)Nc1ccc2c(c1)OCCO2	-9%	-11%	-1%	-9%	-8%	1%	?	-22%
O=C(CNc1ccc(Br)cc1)c1ccc(O)cc1	-2%	·	-1%	-2%	11µM*	0%	·	i
Cc1ccc(-n2nnnc2/C=C\Nc2cc(C)on2)cc1	6%	14%	-1%	0%	-8%	8%	-14%	-12%
CCc1c(C(=O)N/N=C/c2ccsc2)csc1C	5%	3%	-1%	3%	?	8%	?	-6%
CCCCc1cc(=O)oc2c(CN(C)C)c(O)ccc12	?	-10%	-4%	-2%	?	9%	-12%	-3%
C/C=C/c1ccc(Oc2nnnn2-c2ccc(C(=O)O)cc2)c(OC)c1	-4%	3%	-5%	1%	?	4%	15%	-3%
C=CCSc1nc(-c2ccccc2)c(C#N)c(=O)[nH]1	-3%	25%	1%	-14%	?	2%	-2%	9%
Cc1ccc(NC(=O)CSc2nnnn2-c2ccc3c(c2)OCO3)cc1C	-17%	-13%	0%	-22%	8%	11%	20%	11%
Cc1cccn2c(=O)c(/C=C(\C#N)C(=O)NCc3ccco3)c(N3CCC(C(N)=O)CC3)nc12	1%	-7%	-1%	5%	?	34%[activator]	-10%	7%
C=CCN=C1S/C(=C/c2ccc([N+](=O)[O-])cc2)C(=O)N1CC=C	2%	·	-8%	-7%	·	11%	·	-2%
O=C(c1ccco1)N1CCN(C(c2cccs2)c2nnnn2C2CCCC2)CC1 (stereo not drawn)	-6%	2%	-3%	-13%	?	3%	-12%	-1%
CCOC(=O)C1=C(C)NC(=O)NC1c1cc(Br)c(O)c(OC)c1 (stereo not drawn)	7%	-8%	-2%	2%	2%	-4%	9%	-3%
Brc1cc(Br)cc(CN2CCSCC2)c1	13%	·	-2%	-2%	·	18%	·	-8%
Cc1csc2c(N3CCC(C(=O)O)CC3)ncnc12	-4%	·	-1%	3%	·	3%	·	0%
Cc1ccc(S(=O)(=O)c2nc(-c3ccccc3)oc2NCc2cccnc2)cc1	-20%	16%	-1%	-9%	28µM*	-3%	19%	-4%
O=C(NC(=O)c1ccc(F)cc1F)Nc1ccc(Cl)cc1	9%	·	-1%	-3%	·	5%	·	i
O=C(c1ccc(O)cc1)c1ccc(Cl)cc1	4%	-5%	-2%	-7%	-3%	4%	2%	-5%
O=C(Nc1cccc(-c2nc3ccccc3s2)c1)c1cccs1	-8%	?	-3%	5%	6%	6%	?	-11%
CCOC(=O)c1csc(NC(=O)C2CCCCC2)n1	2%	?	-2%	5%	11%	4%	-11%	-5%
COc1ccc(N2C(=O)CC(c3ccccc3)C2=O)cc1 (stereo not drawn)	11%	·	-2%	-1%	·	3%	·	-6%
Cc1nc2c(-c3ccccc3)c(C)[nH]n2c(=O)c1Cl	?	29%	-3%	1%	-14%	4%	?	5%
CC(C)(C)c1ccc(C(=O)Nc2ccc(O)c3c(=O)cc(-c4cccc(Cl)c4)oc23)cc1	3%	·	-3%	-1%	·	0%	·	-17%
O=C(c1nn2c(C(F)(F)F)cc(-c3ccc(F)cc3)nc2c1Cl)N1CCOCC1	0%	-12%	-3%	-8%	-3%	6%	?	-3%
Cc1oc(C(=O)O)cc1COc1ccc2c(C)cc(=O)oc2c1	?	-5%	-8%	-1%	?	8%	1%	-7%
O=C(O)CSCC(=O)Nc1cccc2ccccc12	2%	0%	-3%	4%	5%	8%	5%	-9%
Cc1cc(C(F)(F)F)c2c(N)c(C(=O)Nc3cc(C)on3)sc2n1	8%	-43%[inhibitor]	-1%	3%	?	3%	4%	-10%
O=C(CCCn1c(=O)[nH]c2cc(Cl)ccc2c1=O)NCCCN1CCCC1=O	-12%	11%	-7%	2%	12%	6%	8%	i
COc1ccccc1CNc1nc(SC)ncc1CO	-1%	-23%	-1%	1%	6%	7%	-8%	-14%
O=S(=O)(c1ccccc1)N(C1=NCCS1)S(=O)(=O)c1ccccc1	4%	29%	-1%	3%	8.9µM*	-19%	0%	-6%
O=[N+]([O-])c1ccc(CSc2nnc3ccccn23)cc1	0%	-1%	-3%	-3%	-2%	0%	-5%[46 µM]	i
CCOC(=O)c1nnn(CC(=O)N2N=C(c3cc(C)ccc3C)CC2c2ccc(OC)cc2)c1C(=O)OCC (stereo not drawn)	-15%	?	0%	-2%	-3%	1%	?	-23%
CC(C)(C)NC(=O)C(OC(=O)c1cccs1)c1ccc(F)cc1 (stereo not drawn)	-3%	9%	0%	-2%	12%	2%	2%[46 µM]	8%
Other compounds:
SMILES	JMJD2E inh	SMN2 splice up	TR SRC2 fluor cs	TRb-SRC2 inh	ALDH1A1 inh	RGS12 GoLoco inh	Lamin A splicing	RECQ1 helicase
CC(C)Cc1nnc(NC(=O)CS(=O)(=O)Cc2ccccc2)s1	-3%	-12%	-4%	-2%	?	11%	0%	-1%
COc1cccc2cc(C(C)N(CCCN3CCOCC3)C(=S)Nc3ccccc3C)oc12 (stereo not drawn)	-3%	1%	-2%	-3%	5%	7%	-3%[46 µM]	i
Cc1ccc(OCCC(=O)NCCc2ccc(S(N)(=O)=O)cc2)cc1	3%	-18%[1.84 µM]	2%	-9%	12%	2%	-6%	-2%
CC1(c2ccc3ccccc3c2)NC(=O)N(CC(=O)Nc2cccc(S(=O)(=O)N3CCOCC3)c2)C1=O (stereo not drawn)	8%	-18%	-1%	-4%	8%	1%	?	-11%
CCN(CC)S(=O)(=O)c1cccc(-c2nnc(SCc3nnc(-c4cccs4)o3)n2N)c1	3%	-16%	2%	-4%	?	-13%	-3%	i
O=C(NCCOc1ccccc1)c1ccccc1[N+](=O)[O-]	6%	17%	-1%	0%	4%	1%	1%[46 µM]	i
Cc1cc(S(=O)(=O)N(Cc2ccccc2Cl)c2ccc3c(c2)CCC3)ccc1-n1cnnn1	2%	4%	-1%	0%	5µM*	0%	19%	-13%
Fc1ccc(NC(=S)N/N=C/c2ccc(F)c(F)c2)c(F)c1	9%	-2%	0%	0%	10%	7%	13%	i
Cn1c(=S)[nH]c2ccccc21	3%	5%	0%	-11%	-15%	6%	1%	-8%
C=CCn1c(O)c(N=NC(=O)OC(C)(C)C)c2ccccc21	0%	14%	4%	-2%	?	1%	-8%	-6%
COc1cc(C(O)CO)ccc1OS(=O)(=O)O (stereo not drawn)	9%	?	-1%	4%	2%	2%	-9%	-2%
CC1(C)Cc2cccc(C(=O)Nc3ccncc3)c2O1	-28%	·	0%	3%	-4%	5%	?	i

Compound activity (PubChem)

Some of the compounds tested; count on the stated rates, not on these rows.
